# Screens: PubChem, Sanford-Burnham Center for Chemical Genomics
# Hsp70 inhibitors: small molecules displacing fluorescent ligand from Hsp70 – biochemical, fluorescence polarization, primary screen (AID 583). Hsp70 fluorescence polarization probe displacement, mP; higher % means a stronger effect. displacement, % at 20 µM, or IC50 in µM where a hit was titrated. 0.06% of 140,000 active; in the data active = displacement above about 50%;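 also: plate controls were vehicle for no effect and reference ligand for full effect; a part of the inactive calls stands beside numbers as strong as those of hits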
# Rat MKP-3 inhibitors: inhibition of rat DUSP6 enzyme activity – biochemical, in vitro, primary screen (AID 425); recombinant MKP-3 phosphatase activity, fluorescence; higher % means a stronger effect; one-dose inhibition, % at 20 µM; IC50 in µM for titrated hits; 0.17% of 110,000 active; in the data active = inhibition above about 50%;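 also: plate controls were vehicle for no effect and reference inhibitor for full effect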
# * marks the source's active call; other numbers are inactive results; x = no result given; & = joins results of further samples. These rows are one share of the data (hit frequency here may not be typical).
Hsp70 inhibitors | Rat MKP-3 inhibitors | compound
-0.1%&1.4% | 13%&1% | COC(=O)C1C(=O)NCC1c1ccccc1 (centres undefined)
-1.1% | 1% | CN(CC(O)c1cccc(O)c1)C(=O)c1ccccc1 (centres undefined)
-5.1% | -7% | O=C(Cn1cc2c(n1)CCCC2)NCCCN1CCN(C2CCCCC2)CC1
2.0% | -7% | COc1ccc(NC(=O)c2ccccc2NC(=O)c2ccco2)c(OC)c1
2.1% | x | CN(C)CCCNc1oc(-c2ccc(Cl)cc2)nc1C#N
3.9% | -2% | O=C(O)/C(=C\C=Nc1ccc(Br)cc1)Nc1ccc(Br)cc1
-1.6% | 0% | Cc1ccc(NC(=O)c2cnccn2)cc1C
-4.2% | -1% | Cc1cc(N2CCN(C3CCCC3)CC2)n2ncc(-c3ccccc3)c2n1
x | 3% | O=C(Nc1ccc(I)cc1)C1CC(=O)N(c2ccc(F)cc2)C1 (centres undefined)
2.8% | x | CCc1ccccc1NC(=O)CSc1nnc(Cn2nnc3ccccc32)n1C
-3.5% | x | Nc1ncnc2c1ncn2[C@H]1C[C@H](O)[C@@H](COP(=O)(O)O)O1
-3.0% | -4% | CCn1cc(C(C)NC(=O)COc2ccc(Cl)cc2C)c(C)n1 (centres undefined)
6.5% | -2% | CS(=O)(=O)N(CC(=O)N1CCOCC1)c1ccc(Br)cc1
-5.1% | -1% | COc1ccc(/C=C/C(=O)Nc2c(F)c(F)c(F)c(F)c2F)cc1
6.5% | -7% | CC(C)CCn1c(Sc2nc3ccccc3s2)nc2c1c(=O)[nH]c(=O)n2C
-5.8% | -2% | O=C(N1CCOCC1)N1CCN(c2nc(-c3ccc(F)cc3)cs2)CC1
0.9% | -1% | CC1CCC(NC(=O)Cn2c(=O)[nH]c3ccsc3c2=O)CC1 (centres undefined)
3.6% | x | COC(=O)C1=C(N)N(c2ccccc2C(F)(F)F)C2=C(C(=O)CCC2)C1c1ccc2c(c1)OCO2 (centres undefined)
1.9% | -10% | CC1(C)CC(C(CC(=O)O)c2ccccc2)CCO1 (centres undefined)
-0.2% | -1% | O=C(NCCCn1ccnc1)c1cc([N+](=O)[O-])cc([N+](=O)[O-])c1
0.0% | -3% | CCOC(=O)N1CCC(n2c(=S)[nH]c3cc(OCC)c(OCC)cc3c2=O)CC1
-1.4% | 0% | O=C(CCN1C(=O)/C(=C/c2ccccc2Cl)SC1=S)Nc1ncc(Cc2ccccc2Cl)s1
-1.4% | -1% | CC(=O)c1cccc(NC(=O)/C(=C/c2cccc3ccccc23)NC(=O)c2ccc(C)cc2)c1
4.5% | 4% | Cn1c(=N)n(CC(=O)O)c2ccccc21
5.1% | -3% | COc1ccc(-c2cc(C(=O)Nc3ccccc3C)c3ccccc3n2)cc1
-2.8% | -2% | COc1ccc(/C=C(\C(C)=O)[N+](=O)[O-])cc1
1.3% | -8% | COC(=O)c1ccc(C2C(C#N)=C(N)Oc3cc(C)n(C)c(=O)c32)cc1 (centres undefined)
3.8% | x | O=C(CSc1nnc(-c2ccccn2)n1-c1ccc(Cl)cc1)Nc1ccc2c(c1)OCO2
-0.1% | -21% | Cc1occc1C(=O)Nc1nnc(C(F)(F)F)s1
2.1% | -2% | CCc1cc2c(=O)c(Oc3ccccc3F)c(C)oc2c(CN(C)C)c1O
-2.7% | x | Nc1nc(CN2CCCCCC2)nc(Nc2ccccc2)n1
9.0% | 4% | CCN(CC)S(=O)(=O)c1ccc(Cl)c(C(=O)Nc2sc3c(c2C#N)CCCC3)c1
-1.8% | 3% | CCn1cc(SCC(=O)Nc2cc(C)on2)c2ccccc21
-1.5% | -2% | CC(C)OC(=O)C(C(=O)C(F)(F)F)c1cc(NS(=O)(=O)c2ccc(F)cc2)ccc1O (centres undefined)
3.1% | x | Cc1ccc(OCC(=O)NC2CCCC2)c(C)c1
2.9% | 3% | CCC1=NN(C(=O)c2cccc(OC)c2)C(O)(c2ccc(Br)cc2)C1 (centres undefined)
8.9% | -8% | Cc1cc(NC(=O)c2cc(-c3ccccn3)nc3ccccc23)no1
0.0% | 2% | CCCC(=O)N1CCN(c2ccc(F)cc2)CC1
3.6% | 1% | COC(=O)c1c(NC(=O)COc2ccc(C)cc2C)sc2c1C(C(=O)OC)CC2 (centres undefined)
2.1% | 4% | CC(C)(C)NC(=O)c1sc2ccccc2c1Cl
5.9% | -13% | Cc1ccc(N2C(=O)c3ccc(N)cc3C2=O)cc1C
2.6% | 2% | CCCN(CCC)S(=O)(=O)c1ccc(C(=O)Nc2nnc(-c3cc(OC)cc(OC)c3)o2)cc1
5.7% | -2% | Cc1occc1C(=O)Nc1nc(-c2ccccc2)c(C)s1
2.8% | x | O=C(NC1CCCCC1)C(c1ccccc1)N(Cc1ccc2c(c1)OCO2)C(=O)c1cnsn1 (centres undefined)
0.9%&0.1% | 3%&-7% | Cc1cccc(N=C2NC(=O)CS2)c1C
0.9% | -8% | O=C(NCc1ccco1)c1cc(-c2ccncc2)nc2ccccc12
-7.3% | 2% | Cc1ccc(-c2ccc(/C=C3/SC(=O)NC3=O)o2)c(Br)c1
-0.2% | 0% | CN1CCC(=NNC(=O)c2cccc([N+](=O)[O-])c2)CC1
4.3% | 2% | CCC(CCC(=O)Nc1cccc(C(=O)O)c1)C(=O)O (centres undefined)
-2.3% | -7% | CN1CCN(C(=O)c2ccc(N(Cc3ccccc3Cl)S(C)(=O)=O)cc2)CC1
3.8% | x | Cc1ccccc1NC(=O)N1CCCC1C(=O)NCc1cccs1 (centres undefined)
-0.6% | 5% | COc1ccc(N=Cc2c(O)[nH]c3ccccc23)cc1OC
-2.4% | 3% | Cc1cc(S(=O)(=O)N(Cc2ccccc2)Cc2ccc(N(C)C)cc2)ccc1-n1cnnn1
5.5% | -1% | O=C(O)CCCCCN=C1CCCc2ccccc2N1
-0.5% | -5% | COc1ccc(N(CC(=O)NC(C)(C)C)C(=O)c2ccco2)cc1
-0.6% | x | Cc1nn(CC(O)CN2c3ccccc3Sc3ccccc32)c(C)c1Br (centres undefined)
-2.9% | x | O=C(Oc1ccccc1C(=S)N1CCCCC1)c1cc([N+](=O)[O-])cc([N+](=O)[O-])c1
-2.7% | -2% | COc1ccc(-n2c3c(cc(C(=O)N4CCCCC4)c2=O)C(=O)CC(C)(C)C3)cc1
7.9% | 1% | Cc1ccc(NC(=O)CC(C)C)cc1Cl
-1.7% | -5% | CCOC(=O)C1C(=O)Oc2ccc3ccccc3c2C1C1CCOC1=O (centres undefined)

# Among those listed so far, these contain an aryl thioether with sulfur outside any ring:
Hsp70 inhibitors | Rat MKP-3 inhibitors | compound
2.8% | x | CCc1ccccc1NC(=O)CSc1nnc(Cn2nnc3ccccc32)n1C
6.5% | -7% | CC(C)CCn1c(Sc2nc3ccccc3s2)nc2c1c(=O)[nH]c(=O)n2C
3.8% | x | O=C(CSc1nnc(-c2ccccn2)n1-c1ccc(Cl)cc1)Nc1ccc2c(c1)OCO2
-1.8% | 3% | CCn1cc(SCC(=O)Nc2cc(C)on2)c2ccccc21

# 3 neighbouring entries from above, for reference:
Hsp70 inhibitors | Rat MKP-3 inhibitors | compound
0.9% | -8% | O=C(NCc1ccco1)c1cc(-c2ccncc2)nc2ccccc12
-7.3% | 2% | Cc1ccc(-c2ccc(/C=C3/SC(=O)NC3=O)o2)c(Br)c1
-0.2% | 0% | CN1CCC(=NNC(=O)c2cccc([N+](=O)[O-])c2)CC1

# Next section
Hsp70 inhibitors | Rat MKP-3 inhibitors | compound
3.2% | -4% | O=C(NCc1cccnc1)C1CCN(S(=O)(=O)N2CCOCC2)CC1
-1.0% | x | COc1ccc2nc(NC(=O)C3CCN(S(=O)(=O)c4cccs4)CC3)sc2c1
-4.0% | 0% | CCOC(=O)N1CCC(NC(=O)CS(=O)(=O)Cc2nc(-c3ccccc3C)oc2C)CC1
5.2% | 5% | Cc1cc(C)cc(NC(=O)C2CCCN(S(=O)(=O)c3cnc[nH]3)C2)c1 (centres undefined)
0.7% | 1% | O=C(Nc1ccc(Cl)c(C(F)(F)F)c1)c1cccc(I)c1
x | -6% | Cc1nc2ccccc2c(=O)n1CCCO
9.2% | 0% | C=CCN1C(=O)/C(=C\c2cc(Cl)cc(Br)c2O)SC1=S
0.9% | 5% | O=C(c1ccc2c(c1)N(Cc1ccc(F)cc1)C(=O)CS2)N1CCOCC1
4.2% | -11% | c1ccc(-c2noc(CN3CCN(C(c4ccccc4)c4ccccc4)CC3)n2)cc1
0.8% | -4% | CCOC(=O)c1oc2ccccc2c1NC(=O)Cc1cccs1
4.6% | 0% | NC(=O)c1c(NC(=O)c2cccc(Oc3ccccc3)c2)sc2c1CCCC2
-0.8% | x | CCC1CCCCN1C(=O)CSc1nc2ccsc2c(=O)n1Cc1ccccc1 (centres undefined)
-4.2% | x | OCCNc1nc2ccccc2[nH]1
1.0% | x | O=C(NCCO)NC(=S)c1ccccc1
-2.5% | -3% | COC(=O)c1ccccc1NC(=O)C1CCN(S(=O)(=O)c2cc(OC)ccc2OC)CC1

# Shown as labelled records: part of the list above
O=C(NCCO)NC(=S)c1ccccc1
  Hsp70 inhibitors: 1.0%	Rat MKP-3 inhibitors: x
c1ccc(-c2noc(CN3CCN(C(c4ccccc4)c4ccccc4)CC3)n2)cc1
  Hsp70 inhibitors: 4.2%	Rat MKP-3 inhibitors: -11%
O=C(Nc1ccc(Cl)c(C(F)(F)F)c1)c1cccc(I)c1
  Hsp70 inhibitors: 0.7%	Rat MKP-3 inhibitors: 1%
CCOC(=O)N1CCC(NC(=O)CS(=O)(=O)Cc2nc(-c3ccccc3C)oc2C)CC1
  Hsp70 inhibitors: -4.0%	Rat MKP-3 inhibitors: 0%

# (list continues)
Hsp70 inhibitors | Rat MKP-3 inhibitors | compound
-1.3% | x | CCN1CCN(S(=O)(=O)c2ccc(Cl)c(C(=O)Nc3nnc(CC(C)C)s3)c2)CC1
-8.4% | -12% | c1coc(-c2nnc(-c3ccc4c(c3)OCO4)o2)c1
2.9% | x | CC(C)(C)NC(=O)Cn1c(SCC(N)=O)nc2ccccc21
7.2% | x | CCOC(=O)C1C(=O)OC(C)(C)C1C(C)C(=O)c1ccccc1 (centres undefined)
2.1% | 6% | CCc1cccc(NC(=O)Cn2ncn3c(cc4ccccc43)c2=O)c1
1.5% | -4% | CCOC(=O)c1[nH]c(=O)[nH]c1CSc1ccccn1
12% | x | Cc1ccc(CSc2sc(C(=O)c3ccccc3)c(N)c2C#N)cc1
3.4% | -6% | O=S(=O)(Nc1cccnc1)c1ccc2c(c1)OCCO2
-0.6% | 3% | COc1ccc(-c2nnc(SCC(=O)c3cccs3)o2)cc1
-1.8% | 0% | CCOC(=O)CCc1c(C)nc2c(C)c(-c3ccc(C)cc3)[nH]n2c1=O
-4.5% | -4% | CC1(C)CC2(CCCN3C(=O)CSC32)CCS1 (centres undefined)
-1.6% | -5% | O=C(c1ccc(COc2ccc(Cl)cc2)o1)N1CCN(Cc2ccc3c(c2)OCO3)CC1
4.6% | -4% | COc1ccc(N(CC(=O)N2CCOCC2)S(C)(=O)=O)cc1Cl
-8.6% | x | Cc1nnc(-n2ncc(C#N)c2N)c2nn(-c3cccc(Cl)c3)c(C)c12
4.6% | x | O=C(CSc1nc2ccccc2o1)c1ccccc1
-13% | 1% | Cc1cc(C)n(-c2nc3nonc3nc2Nc2cccc(C(F)(F)F)c2)n1
-0.7% | 0% | CN(C)c1ccc(C2/C(=C(\O)c3ccccc3)C(=O)C(=O)N2c2cccnc2)cc1 (centres undefined)
-2.6% | -8% | CC1=C(C(=O)Nc2ccccc2C)C(c2cccnc2)n2nc(CCCO)nc2N1 (centres undefined)
-1.2% | x | CC1CC(NC(=O)Cc2ccc(Br)cc2)CC(C)(C)C1 (centres undefined)
4.2% | 1% | CNC(=O)c1ccccc1NC(=O)c1ccc(C)c(S(=O)(=O)N2CCCCC2)c1
-0.2% | 4% | Cn1c(C(=O)NCCN2CCN(Cc3ccccc3)CC2)cc2c(=O)n(C)c3ccccc3c21
3.5% | x | Cc1nc2scc(-c3ccc(Cl)cc3)c2c(=O)o1
4.2% | -10% | COc1ccc(-c2nnc(SCc3csc(N)n3)n2C)cc1
2.0% | 1% | O=C(NC(=S)Nc1cccnc1)c1ccc(Cl)cc1
1.7% | 1% | Cc1nc(NC(=O)c2csc3ccccc23)sc1C
-1.1% | -1% | O=C(Cn1c(NCCO)nc2ccccc21)c1ccc(Cl)cc1
1.6% | -7% | COc1cccc(C(=O)N(Cc2nc(-c3cccc(C)c3)no2)C(C)C)c1OC
-1.2% | x | CC(C)(C)C(=O)Nc1ccccc1C(=O)Nc1ccccn1
1.7% | 6% | C=CCNC(=O)c1nn2cccnc2c1Cl
-1.3% | 0% | CCSc1sc(CC)cc1CN1C(=O)c2ccccc2C1=O
5.5% | -5% | CCOC(=O)N1CCN(Cc2nc(-c3ccccc3)no2)CC1
3.6% | -1% | COc1ccc(CCNC(=O)CN2C(=O)C3(OCCCO3)c3ccccc32)cc1OC
-0.2% | 5% | CCCCN(C)CCNC(=O)c1ccc2c(c1)NC(=O)C(N1CCCCC1)S2 (centres undefined)
0.9% | -9% | O=C(CSc1nnc2ccccn12)c1ccc(OC(F)F)cc1OC(F)F
4.1% | x | CCc1c(C)nc(SCC(N)=O)c(C#N)c1C
0.6% | 3% | O=C(CSc1nc2ccccc2c(=O)n1CC1CCCO1)N1CCN(c2ccccc2)CC1 (centres undefined)
0.6% | 3% | Cc1nc2nc(SCC(=O)N3CCOCC3)nn2c(C)c1Cc1ccccc1
2.2% | 2% | Cc1nnc(SCC(=O)N2c3ccccc3C(C)(c3ccc(Br)cc3)CC2(C)C)s1 (centres undefined)
x | 4% | Cc1c(O)nc(Nc2nc(C)c3ccccc3n2)[nH]c1=O
0.8% | -7% | Nn1c(COc2ccccc2)nc2ccccc2c1=O
5.1% | 0% | O=[N+]([O-])c1cccc(N/N=C/c2ccc(O)cc2O)c1
3.8% | x | CCCn1nnc(NC(=O)Cc2ccc(Cl)cc2)n1
3.3% | -13% | CCNC(=O)CC1C(=O)N(c2ccc(C)cc2)C(=O)N1Cc1ccccn1 (centres undefined)
